Assay outcomes deposited in PubChem BioAssay by several laboratories.
KCNQ1 pot = potentiates or activates the human KCNQ1 potassium channel; 310,000 tested, 0.35% active; P51787; B-score at 10 µM; CHO-K1 KCNQ1, thallium flux FluxOR fluorescence; hits give high values;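 active = fluorescence ratio B-score, a plate-corrected score, at least three library SD, with initial intensity B-score within 5 SD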
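Schedule – 37 °C overnight plating, 90-min dark dye load, 20-min compound pretreatment · System – stable KCNQ1 CHO-K1 line · Probe or stimulus – thallium- and potassium-containing depolarizing buffer · Measured by – kinetic FluxOR fluorescence, 10 s baseline plus 110 s post-stimulus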
PolyA inh = blocks polyadenylation in yeast reporter cells. S. cerevisiae SKY197-pL101 polyadenylation reporter, beta-gal luminescence; efflux-impaired pdr1/pdr3 knockout yeast; score 100 = 6 SD above DMSO. calls only at 12 µM. 300,000 tested, 0.02% active;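 active = lowest replicate activity score at least 50, where 100 means six control SD above control mean; inconclusive = lowest score under 50 but half or more replicates reach 50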;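 note: yeast exposed to compound for 9 h at 30 °C; higher score means more reporter readthrough which indicates perturbed polyadenylation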
KCNK3 inh = human KCNK3 channel inhibition, primary screen | O14649 | CHO-KCNK3 thallium flux, FluxOR fluorescence; hits give low values | B-score at 10 µM | 340,000 tested, 0.84% active | AID 602410;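 active = B-score under library mean minus 4 SD, starting fluorescence ratio at most library mean plus 5 SD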;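 note: more negative B-score means stronger inhibition of thallium flux through KCNK3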
Target sequence (O14649 whole entry, looked up): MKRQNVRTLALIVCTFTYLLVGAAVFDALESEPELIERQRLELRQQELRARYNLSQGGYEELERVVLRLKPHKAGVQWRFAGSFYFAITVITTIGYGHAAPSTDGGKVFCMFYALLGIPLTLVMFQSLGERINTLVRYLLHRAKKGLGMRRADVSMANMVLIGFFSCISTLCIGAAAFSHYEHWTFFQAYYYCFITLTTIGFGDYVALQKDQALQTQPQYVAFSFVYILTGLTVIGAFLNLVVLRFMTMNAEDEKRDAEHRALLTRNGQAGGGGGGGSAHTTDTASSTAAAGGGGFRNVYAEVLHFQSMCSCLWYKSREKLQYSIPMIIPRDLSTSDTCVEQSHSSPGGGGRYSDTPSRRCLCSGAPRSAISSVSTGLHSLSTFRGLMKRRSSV
TRPC4 act = TRPC4 (mouse) channel activation; Q9QUQ5; HEK293 TRPC4beta/mu-opioid, Fluo4 calcium fluorescence; hits give high values; B-score at 10 µM; 310,000 tested, 0.49% active;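 active = B-score above 5 SD of library B-scores, and initial fluorescence ratio not above library mean plus 5 SD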;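 note: positive B-score marks a calcium rise read as TRPC4 activation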
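Assay system – TRPC4beta and mu-opioid receptor HEK293 stable cells · Measured by – Fluo4 fluorescence, kinetic · Schedule – dye loading 45 min room temperature, 110 s kinetic read · Read-out – B-scored integrated calcium fluorescence ratio · Controls – buffer and maximal DAMGO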
KCNK9 inh = inhibitors of human KCNK9 two-pore domain potassium channel | Q9NPC2 | HEK293 KCNK9, FluxOR thallium flux fluorescence; hits give low values | B-score at 10 µM | 310,000 tested, 1.2% active;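 active = ratio B-score over 3 SD below the library mean, with starting fluorescence within 5 SD of its mean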;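 note: negative B-score means less thallium flux so channel inhibition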
Target sequence (Q9NPC2 whole entry, looked up, the tested form may be a part): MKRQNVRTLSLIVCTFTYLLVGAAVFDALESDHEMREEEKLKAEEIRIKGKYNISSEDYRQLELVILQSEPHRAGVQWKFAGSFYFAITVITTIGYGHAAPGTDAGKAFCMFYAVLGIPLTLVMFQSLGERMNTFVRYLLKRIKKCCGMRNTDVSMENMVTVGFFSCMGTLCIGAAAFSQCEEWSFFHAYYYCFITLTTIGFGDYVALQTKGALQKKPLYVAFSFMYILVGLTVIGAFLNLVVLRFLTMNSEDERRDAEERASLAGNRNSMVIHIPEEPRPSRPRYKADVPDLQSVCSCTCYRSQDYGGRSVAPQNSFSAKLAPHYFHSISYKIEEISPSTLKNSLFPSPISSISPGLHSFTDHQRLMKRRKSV
TRPC4 inh = TRPC4 (mouse) channel inhibition; Q9QUQ5; HEK293 TRPC4beta/mu-opioid, DAMGO-evoked Fluo4 calcium flux; hits give low values; B-score at 10 µM; 300,000 tested, 0.39% active; AID 2247;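 active = B-score over 3 SD under the library average, no early fluorescence shift, positive overall ratio signal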
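test system = HEK293 cells with stable TRPC4beta plus mu-opioid receptor expression | detection = Fluo4 Ca2+ flux fluorescence | read-out = integrated fluorescence ratio relative to baseline, converted to per-well B score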
TRPC4 PAM = TRPC4 (mouse) allosteric potentiation | Q9QUQ5 | HEK293 TRPC4beta/mu-opioid, DAMGO EC20, Fluo-4 Ca2+ flux; hits give high values | B-score at 10 µM | 310,000 tested, 0.42% active | AID 2227;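 active = B-score of calcium response area above 5 SD of library B-scores, with initial fluorescence ratio within 5 SD of library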;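 note: B-score of integrated fluorescence ratio over time as area under calcium response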
KCNQ1 block = inhibitors of human KCNQ1 potassium channel; P51787; B-score at 10 µM; 310,000 tested, 1.3% active; CHO-K1 KCNQ1, FluxOR thallium flux fluorescence; hits give high values;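 active = compounds whose thallium flux B-score, printed positive for inhibition, exceeds three library SD while starting fluorescence stays within three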;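 note: channel opened by potassium depolarization with thallium stimulus after 20 min compound exposure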
hERG rescue = compounds protecting human hERG from proarrhythmic drug block; AID 1511; CHO-hERG, FluxOR thallium flux, dofetilide IC70 present; Q12809; 310,000 tested, 0.51% active; activation (rescue from dofetilide block), less the hit threshold, % at 10 µM;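 active = activation above the mean of controls blocked by dofetilide plus 5 SD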;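 note: thallium influx through hERG after potassium depolarization seen as dye fluorescence rise; in these data hits start at about 4.7%; inactives centre near -7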
Platelet DG rel = modulates dense granule release in human platelets | AID 1663 | human platelet-rich plasma, SFLLRN dense granule ATP release, luminescence | 300,000 tested, 0.22% active | inhibition, %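 (compounds screened at 7.5 µM in platelet-rich plasma)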;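 active = mean replicate score, as percent of positive control, at or above 50; inconclusive = mean below 50 but at least one replicate at or above 50; inactive = mean and every replicate below 50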
Dyrk1A ADPGlo = inhibitors of rat Dyrk1A kinase. AID 504441. inhibition, % at 12.5 µM. ADP-Glo luminescence, NFATc1 peptide. 310,000 tested, 0.43% active; in the data active = inhibition above about 50%;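 note: plate controls were vehicle with enzyme for no effect and no enzyme for full effect; many of its hits are not listed in these tables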
Active calls of the source: *; i = inactive; ? = inconclusive; nt = no result given; & = joins results of further samples. An excerpt; rates above refer to the full screens.

SMILES | KCNQ1 pot | PolyA inh | KCNK3 inh | TRPC4 act | KCNK9 inh | TRPC4 inh | TRPC4 PAM | KCNQ1 block | hERG rescue | Platelet DG rel | Dyrk1A ADPGlo
O=C(Nc1ccc(SC(F)F)cc1)c1cccc2nc3ccccc3nc12 | i | i | i | i | i | i | i | i | -4 | 1 | 4
COC(=O)[C@H]1[C@@H](C)N(Cc2ccccc2)C(=O)N[C@H]1c1ccccc1 | i | i | i | i | i | i | i | i | -10 | -9 | -17
CN1C(C(=O)Nc2ccccn2)=C(O)c2ccccc2S1(=O)=O | i | i | i | i | i | i | i | i | -3&-4 | -6&-5 | 1
CCC(C)(O)c1[nH]c2ccc(C#N)cc2c1C (configuration not stated) | i | i | i | i | i | i | i | i | -6 | 0 | 7
Cn1c(=N)n(CC(O)c2cccc3ccccc23)c2ccccc21 (configuration not stated) | i | i | i | i | i | i | i | i | -10 | -14 | 4
CC(=O)OCc1cc2cc(C)ccc2[nH]c1=O | i | i | i | i | i | i | i | i | -8 | 17 | -4
O=C(NCc1cccnc1)c1ccc(COc2ccccc2Cl)cc1 | i | i | i | i | i | i | i | i | -13 | -3 | -59
COC(CNC(=O)C(=O)Nc1ccc2c(c1)N(S(=O)(=O)c1cccs1)CCC2)OC | i | i | i | i | i | i | i | i | -12 | 9 | 1
COC(C[C@@H](O)[C@@H](C)[C@H](O)COCc1ccccc1)OC | i | i | i | i | i | i | i | i | -7 | -2 | 2
CCn1nnnc1SCC(=O)N(C1CCCCC1)C1CCCCC1 | i | i | i | i | i | i | i | i | -11 | 2 | -4
O=C(NC(=S)Nn1cnnc1)c1ccccc1Cl | i | i | i | i | i | i | i | i | -7 | 8 | -1
Cc1nc2ccc(NC(=O)c3ccco3)cc2s1 | i | i | i | i | i | i | i | i | -7 | -12 | 4
C=CCc1cccc2cc(C(=O)Nc3ccc(NC(C)=O)cc3)c(=O)oc12 | i | i | i | i | i | i | i | i | -13 | 6 | -1
Fc1ccc(Br)cc1SCCc1ccncc1 | i | i | i | i | i | i | i | i | -9 | 2 | 0
N#Cc1ccc(N2Cc3ccccc3C2=NC(=O)c2cccnc2Cl)cc1 | i | i | i | i | i | i | i | i | -8 | 6 | 1
C=CCSc1nc2c(c(=O)n(C)c(=O)n2C)n1CC | i | i | i | i | i | i | i | i | 2 | 4 | -5
O=C1CCCC2=C1C(c1cccs1)n1nc(SCc3ccccc3F)nc1N2 (configuration not stated) | i | i | i | i | i | i | i | i | -14 | -3 | -2
COc1ccc(CNCCC(c2ccc(OC(C)C)cc2)C(C)C)cc1OC (configuration not stated) | i | i | i | i | i | i | i | i | -15 | -4 | 2
OC(CCN1CCOCC1)(c1ccc(Cl)cc1)C1CCCCC1 (configuration not stated) | i | i | i | i | i | i | i | i | -6 | -6 | 1
CCCn1nc(C(=O)NNC(=O)c2cccc(S(=O)(=O)NC(C)C)c2)c2ccccc2c1=O | i | i | i | i | i | i | i | i | -18 | ? | 13
CCS(=O)(=O)N1CCC(C(=O)NCCc2ccc(OC)c(OC)c2)CC1 | i | i | i | i | i | i | i | i | -11 | 1 | 2
Cc1c(Cl)cccc1S(=O)(=O)N1CCC(C(=O)NNC(=O)C2CC2)CC1 | i | i | i | i | i | i | i | i | -10 | 0 | 5
Cc1ccc(C(=O)NC(C)C(c2cccs2)N2CCCC2)s1 (configuration not stated) | i | i | i | i | i | i | i | i | -3 | 5 | 4
CCCN1C(=O)c2ccccc2NC1c1ccc(Br)cc1 (configuration not stated) | i | i | i | i | i | i | i | i | -4 | -8 | nt
CC1(C)C(=O)Nc2ccccc2N1C(=O)CSc1ncccn1 | i | i | i | i | i | i | i | i | -7 | 12 | 4
CCCc1nc2n[nH]c(N)c2c2c1CCC2 | i | i | i | i | i | i | i | i | -3 | -3 | 5
COC(=O)Cc1c(O)ccn(Cc2ccc(Cl)c(Cl)c2)c1=O | i | i | i | i | i | i | i | i | -15 | 1 | 0
CC(=O)NCCc1nc2ccccc2[nH]1 | i | i | i | i | i | i | i | i | -1 | 9 | -3
CCCCCC(=O)Nc1ccc2oc(-c3ccncc3)nc2c1 | i | i | i | i | i | i | i | i | -6 | -1 | 1
CC1CCCCC1NC(=O)COC(=O)c1ccccn1 (configuration not stated) | i | i | i | i | i | i | i | i | -4 | 1 | -3
COc1ccc(C(C(=O)NC(C)(C)C)N(C(=O)CNC(=O)c2cccs2)c2cccnc2)cc1OC (configuration not stated) | i | i | i | i | i | i | i | i | -5 | 20 | 11
O=C(Cn1cnc2c(nnn2Cc2ccccc2F)c1=O)N1CCN(c2ccccc2)CC1 | i | i | i | i | i | i | i | i | -3 | -8 | 9
Cc1ccc(OCCNC(=O)C2CC(=O)N(c3ccc(C)cc3)C2)cc1 (configuration not stated) | i | i | i | i | i | i | i | i | -6 | 9 | 5
CN(CCCCN1CCOCC1)Cc1nc(-c2ccc3c(c2)OCO3)no1 | i | i | i | i | i | i | i | i | -3 | 4 | -1
COc1ccc(CNc2nc(NCc3ccc(OC)cc3)n(S(C)(=O)=O)n2)cc1 | i | i | i | i | i | i | i | i | -7 | -1 | 2
COCC(=O)Nc1c(C(=O)Nc2ccccc2OC)oc2ccccc12 | i | i | i | i | i | i | i | i | -4 | 1 | -14
Cc1[nH]n(C)c(=O)c1N=Nc1ccc(S(C)(=O)=O)cc1 | i | i | i | i | i | i | i | i | -10 | -69 | 3
Cc1ccc(-c2nnc3c4ccccc4c(C)nn23)cc1NC(=O)CN1CCOCC1 | i | i | nt | i | i | i | i | i | -18 | -9 | nt
CC(C)c1ccc(N(C(=O)c2csnn2)C(C(=O)NC2CCCC2)c2cccnc2)cc1 (configuration not stated) | i | i | i | i | i | i | i | i | -2 | 0 | -5
CCc1cc2c(NCCN3CCCCC3)ncnc2s1 | i | i | i | i | i | i | i | i | -14 | -6 | 5

The closing three compounds of the part before come first, to join the parts:
SMILES | KCNQ1 pot | PolyA inh | KCNK3 inh | TRPC4 act | KCNK9 inh | TRPC4 inh | TRPC4 PAM | KCNQ1 block | hERG rescue | Platelet DG rel | Dyrk1A ADPGlo
Cc1ccc(-c2nnc3c4ccccc4c(C)nn23)cc1NC(=O)CN1CCOCC1 | i | i | nt | i | i | i | i | i | -18 | -9 | nt
CC(C)c1ccc(N(C(=O)c2csnn2)C(C(=O)NC2CCCC2)c2cccnc2)cc1 (configuration not stated) | i | i | i | i | i | i | i | i | -2 | 0 | -5
CCc1cc2c(NCCN3CCCCC3)ncnc2s1 | i | i | i | i | i | i | i | i | -14 | -6 | 5
Cc1cc(C)c(S(=O)(=O)N2CCCC2=O)c(C)c1N(C)S(C)(=O)=O | i | i | i | i | i | i | i | i | -4 | -1 | -4
CCSc1nnc(CSc2ncccn2)n1C | i | i | i | i | i | i | i | i | -8 | -65 | nt
CCCCN(C)S(=O)(=O)c1ccc(C(=O)Nc2nnc(C3=COCCO3)o2)cc1 | i | i | i | i | i | i | i | i | -10 | 7 | 4
Nc1nonc1-n1nncc1-c1ccccc1 | i | i | i | i | i | i | i | i | -7 | 0 | 4
COc1ccc(Nc2nc(C(=O)N3CCc4cc(OC)c(OC)cc4C3)cs2)cc1 | i | i | i | i | i | i | i | i | -19 | -7 | 2
Clc1ccc(Cl)c(-c2nn3c(Cn4cnc5ccccc54)nnc3s2)c1 | i | i | i | i | i | i | i | i | -10 | -7 | -2
O=C(O)c1ccc(CSCc2ccccc2Cl)o1 | i | i | i | i | i | i | i | i | -3 | 2 | 3
COc1cccc(C(=O)NC(c2ccccc2)C2CCCC2)c1 (configuration not stated) | i | i | i | i | i | i | i | i | -6 | -2 | -6
COc1cccc(-n2c(SCC(N)=O)nnc2-c2ccncc2)c1 | i | i | i | i | i | i | i | i | -7 | 1 | -3
C=CCN1C(=O)C2C3CC(=O)C(c4ccccc43)C2C1=O (configuration not stated) | i | i | i | i | i | i | i | i | -10 | 7 | -3
Oc1ccccc1C1NN=C(c2ccccc2)S1 (configuration not stated) | i | i | i | i | i | i | i | i | -10 | 15 | 8
CSc1ccccc1C(=O)Nc1c(C)cccc1C | i | i | i | i | i | i | i | i | -22 | 5 | 12
CC1CCc2cc(F)ccc2N1C(=O)c1cccs1 (configuration not stated) | i | i | i | i | i | i | i | i | -22 | 30 | 4
O=C(OCC(=O)N1CCN(c2ccccc2)CC1)c1cnc(Cl)c(Cl)c1 | i | i | nt | i | i | i | i | i | 9.4* | 5 | nt
O=C(CCN1CCc2ccccc2C1)Nc1ccc(F)cc1 | i | i | i | i | i | i | i | i | -10 | -2 | 1
Cc1cc(C)nc(CCNC(=O)c2cc(COc3ccc(F)cc3Cl)on2)n1 | i | i | i | i | i | i | i | i | -17 | 8 | 7
Cc1ccccc1CSCC(=O)NC1CCCC1 | i | i | i | i | i | i | i | i | -5 | 3 | 7
COc1cc(NC(=O)c2ccc(C)cc2C)ccc1NC(=O)c1cc2ccccc2o1 | i | i | i | i | i | i | i | i | -2 | -3 | 3
CCC(C)(C)c1ccc(OCCN2C(=O)NC(C)(C)C2=O)cc1 | i | i | i | i | i | i | i | i | -14 | -6 | 4
COc1ccc(-c2noc(CCC(=O)N3CCN(Cc4ccccc4)CC3)n2)cc1 | i | i | i | i | i | i | i | i | -8 | 6 | 6
CC(=O)Nc1ccc(Nc2nc(C)c([N+](=O)[O-])c(N(C)c3ccccc3)n2)cc1 | i | i | i | i | i | i | i | i | -16 | 0 | 16
O=c1[nH]c2c(c(=O)[nH]1)CCC2 | i | i | i | i | i | i | i | i | -8 | -1 | 1
Nc1c(-c2ccccc2)cnn1-c1ccccc1 | i | i | i | i | i | i | i | i | -6 | 14 | 7
CCOc1ccc(N2C(=O)CSC2c2ccncc2)cc1 (configuration not stated) | i | i | i | i | i | i | i | i | -2 | 7 | 4
CC(OC(=O)/C=C/c1ccccc1)C(=O)N1CCc2ccccc21 (configuration not stated) | i | i | i | i | i | i | i | i | -6 | -16 | 17
COc1ccc(OC)c2sc(N(CCCN(C)C)C(=O)CCS(=O)(=O)c3ccccc3)nc12 | i | i | i | i | i | i | i | i | -21 | 2 | nt
